Screens deposited in PubChem BioAssay by NCI.
NCI-60 one-dose screen, 48 h, at 10 µM unless noted. Numbers give growth in % (100 = growth as untreated, 0 = no growth, -100 = all killed).
OVCAR-3 = OVCAR-3 ovarian cancer | AID 1794787 | 79,000 tested, 7% active
OVCAR-8 = OVCAR-8 ovarian cancer; 81,000 tested, 4.4% active; AID 1794782
DU-145 = DU-145 prostate cancer. 81,000 tested, 4.2% active. AID 1794760
OVCAR-5 = OVCAR-5 ovarian cancer; 82,000 tested, 2.9% active; AID 1794783
OVCAR-4 = OVCAR-4 ovarian cancer cells; 80,000 tested, 3.7% active
U251 = U251 CNS tumor cells; 80,000 tested, 5.4% active
SK-OV-3 = SK-OV-3 ovarian cancer cells | 80,000 tested, 3.2% active
PC-3 = PC-3 prostate cancer cells; 80,000 tested, 3.9% active; AID 1794754
SF-268 = SF-268 CNS cancer cells | 82,000 tested, 3.1% active
Starred values were filed as active, the others as inactive; . = not tested or not shown; & = joins results of further samples. The calls were made as follows: active = growth percent below 10; inactive = the rest.

SMILES	OVCAR-3	OVCAR-8	DU-145	OVCAR-5	OVCAR-4	U251	SK-OV-3	PC-3	SF-268
C#CCNC(=O)[C@H](Cc1ccccc1)NC(=O)[C@]12CC[C@@H](C(=C)C)[C@@H]1[C@H]1CC[C@@H]3[C@@]4(C)CCC(=O)C(C)(C)[C@@H]4CC[C@@]3(C)[C@]1(C)CC2	63	87	92	87	82	69	85	33	74
CCN(CC)c1ccc(/C=C2\Oc3ccc(O)c(I)c3C2=O)cc1	19	62	87	95	81	49	80	53	71
CC(=O)n1nc(C(=O)OC(C)(C)C)c2cc(F)c(F)cc21	97	105	102	104	99	104	114	98	101
COc1cccc(NC(=O)c2sc3nc4c(cc3c2N)CN(Cc2ccccc2)CC4)c1	36	47	66	85	20	.	37	71	43
Cc1cccc(NC(=O)OC(C)C)c1C	110	102	108	104	109	100	102	86	110
N#Cc1c(N)cc(=O)n(-c2nc3ccccc3[nH]c2=O)c1O	114	105	115	109	111	106	105	106	103
CN(CC(=O)c1ccc(Cl)cc1)Cc1ccccc1	109	.	115	107	103	.	111	93	107
CC1=C(C)C(=O)C(Nc2ccc(C(=O)OC(C)(C)C)cc2)=CC1=O	78	89	90	94	43	61	106	82	87
CCOC(=O)c1sc(/N=C2\C(=O)Nc3ccc(F)cc32)nc1C	93	97	102	101	92	109	94	95	88
C=C1CC2(OC1=O)C(=O)N(CCCN1C(=O)C3(CC(=C)C(=O)O3)c3ccccc31)c1ccccc12 (stereo not given)	-13*	12	37	22	25	45	111	51	71
CC[N+](CCCCCCCCCC[N+](CC)(c1ccccn1)c1ccccn1)(c1ccccn1)c1ccccn1	3.5*	7.0*	14	24	20	6.6*	8.2*	2.9*	17
COP(=O)(OC)C(Cc1c[nH]c2ccccc12)NC(=O)OCc1ccccc1 (stereo not given)	100	100	109	98	98	97	114	88	101
CCOc1ccc(N2C(=O)N(c3ccc(OC)cc3)C(=N)C2=S)cc1	105	92	106	90	91	92	79	84	92
CCOC(=O)c1c(SC)nn(-c2cc(=O)[nH]c3ccc(Br)cc23)c1N	105	96	95	112	86	94	98	94	91
C[C@@]1(O)c2ccccc2N2C(=O)C(=O)N3[C@H](c4cccnc4)[C@]45C[C@@H]1[C@]23C=C4CC(=O)N5	113	98	116	106	113	100	100	99	103
COc1cc(C2NC(=O)NC(C)=C2C(=O)c2cnccn2)cc(OC)c1OC (stereo not given)	112	106	114	89	103	117	.	108	107
CC(=O)c1ccc(C)o1	112	103	107	113	93	102	105	100	110
Cc1nn(-c2ccc(Br)cc2)c2nc(CNc3ccc(NCc4c(-c5ccccc5)no[n+]4[O-])cc3)[nH]c(=O)c12	127	101	107	112	110	102	119	97	95
C=CCSSC1N=CNc2nc[nH]c21 (stereo not given)	32	23	36	43	34	70	8.8*	.	28
O=C(Nc1ccc(OCc2ccccn2)c(Cl)c1)c1cccnc1	114	104	108	99	96	102	103	98	105
OC(CBr)CCBr (stereo not given)	112	100	110	106	94	93	101	88	104
O=C(O)C1[S][Sb]([CH](C(=O)O)[CH](C(=O)O)[Sb]2[S]C(C(=O)O)C(C(=O)O)[S]2)[S]C1C(=O)O (stereo not given)	96	96	97	118	.	73	103	83	104
CC1=C(C(=O)c2ccccc2)C(c2cccc3ccccc23)n2c(nc3ccccc32)N1 (stereo not given)	59	38	67	68	76	17	57	53	60
Cc1ccc(C2=NN3C(C2)c2cc(Cl)ccc2OC3c2ccc(Cl)cc2Cl)o1 (stereo not given)	102	103	97	101	96	92	99	.	87
CC(=O)c1cc2ccc(COC(=O)Nc3ccc(Cl)cc3)cc2oc1=O	96	97	80	87	88	96	105	77	88

Arranged by length of the SMILES (rising): some entries from above
SMILES	OVCAR-3	OVCAR-8	DU-145	OVCAR-5	OVCAR-4	U251	SK-OV-3	PC-3	SF-268
CCN(CC)c1ccc(/C=C2\Oc3ccc(O)c(I)c3C2=O)cc1	19	62	87	95	81	49	80	53	71
CC1=C(C(=O)c2ccccc2)C(c2cccc3ccccc23)n2c(nc3ccccc32)N1 (stereo not given)	59	38	67	68	76	17	57	53	60
O=C(O)C1[S][Sb]([CH](C(=O)O)[CH](C(=O)O)[Sb]2[S]C(C(=O)O)C(C(=O)O)[S]2)[S]C1C(=O)O (stereo not given)	96	96	97	118	.	73	103	83	104

Further compounds
SMILES	OVCAR-3	OVCAR-8	DU-145	OVCAR-5	OVCAR-4	U251	SK-OV-3	PC-3	SF-268
O=C1C(=O)N(c2nc3ccc(F)cc3s2)C(c2cccnc2)/C1=C(/O)c1ccc2c(c1)OCCO2 (stereo not given)	104	96	104	94	105	101	101	104	95
COc1cncc(-c2ccc3ncnc(N4CCc5ccc(Cl)cc54)c3c2)c1	55	39	25	30	32	51	27	6.8*	47
COc1cc(C(=O)/C=C/c2cccnc2Nc2ccc(Cl)cc2)cc(OC)c1OC	-97*	-18*	-59*	-78*	-90*	-95*	-5.2*	.	-88*
COc1ccc(-c2cc(-c3ccc(OC)cc3)cc(-c3ccc(OC)cc3)c2)cc1	110	97	105	92	90	94	94	81	94
CC(C)OP(=O)(OC(C)C)/C(C#N)=C/c1c(-c2ccccc2)[nH]c2ccccc12	95	82	82	101	97	84	96	68	83
Cc1c(C(=O)Nc2nc3ccccc3s2)nnn1-c1ccccc1F	93	89	101	97	.	83	86	79	105
Brc1cccc(C=Nc2ccc(Nc3ncnc4sc5c(c34)CCN(Cc3ccccc3)C5)cc2)c1	115	98	103	104	107	97	118	89	98
Cc1cc(C)cc(C(C)C)c1	111	104	108	91	97	105	111	92	105
O=C(CNC(=O)OCc1ccccc1)NC1(C(=O)O)CCCC1	123	105	119	105	104	102	105	95	110
CS(=O)(=O)c1ccncc1	105	110	113	110	98	97	105	101	98
CCCCCCCCCCCCCCCCNC(=O)OC(C)C	20	64	-23*	.	-39*	14	70	-17*	65
Cc1cc(C)n(C(=O)Cn2cnc3sc(C(N)=O)c(C)c3c2=O)n1	113	107	116	96	115	100	106	126	114
COc1cc(/C=C/C(=O)c2cnn(-c3cc(=O)[nH]c4ccccc34)c2C)cc(OC)c1OC	8.1*	-18*	25	-4.0*	39	9.1*	9.7*	43	32
CC1(C)N=C(N)N=C(N)N1c1cccc(/C=C/C=C/c2cccc([N+](=O)[O-])c2)c1	30	84	73	45	65	.	83	2.1*	42
NC(=S)Nc1ccccc1O	94&88	88&103	124&92	111&102	105&102	85&107	108&112	83&98	99&90
COc1ccc2c(c1)[C@@]1(C(=O)N2)C(C#N)=C(c2ccc(Cl)cc2)Nc2c1c(-c1ccccc1)nn2-c1ccccc1	66	82	75	78	58	45	86	26	53
c1ccc(-c2nc(-c3ccccn3)nc(-c3ccccn3)n2)nc1	84	83	81	78	74	87	86	74	84
CCCn1c(=O)[nH]c(N)c(C(c2ccc(F)cc2)c2c(N)[nH]c(=O)n(CCC)c2=O)c1=O	108	92	110	107	96	85	101	82	97
COc1cc2c(cc1OCCCN1CCN(CCCOc3cc4c(cc3OC)C(=O)N3CC(F)(F)C[C@H]3C=N4)CC1)N=C[C@@H]1CC(F)(F)CN1C2=O	55	62	16	41	83	7.5*	85	69	15
O=C1c2ccccc2C(=O)c2cc(SC(=S)N3CCOCC3)ccc21	108	101	118	113	104	110	99	96	103
C#CCNC(=O)CCC(=O)OC[C@]12CC[C@@H](C)[C@H](C)[C@H]1C1=CC[C@@H]3[C@@]4(C)CCCNC(C)(C)[C@@H]4CC[C@@]3(C)[C@]1(C)CC2	84	77	99	73	86	86	80	58	80
COC(=O)c1ccc(NN)cc1	97	97	108	105	105	81	98	87	88
Nc1ccc(N=Nc2ccc(O)c(C(=O)O)c2)cc1	112	102	124	106	110	100	96	84	100
Cc1cc(N(C)C)n2c(nc3ccccc32)c1C#N	110	96	105	91	89	91	88	82	101
O=C(Nc1ncccc1OCc1ccc(F)cc1)Nc1cccc2ccccc12	95	95	117	95	94	88	95	70	100
Going on with the list:
SMILES	OVCAR-3	OVCAR-8	DU-145	OVCAR-5	OVCAR-4	U251	SK-OV-3	PC-3	SF-268
COc1cc(NC(=O)CCSc2nc3ccccc3c(=O)n2Cc2ccccc2)cc(OC)c1OC	88	79	98	91	63	92	99	67	82
CNC(=O)Nc1ccc(S(N)(=O)=O)cc1	115	108	119	96	91	101	107	103	109
Cn1c(=O)c2c(ncn2C)n(C)c1=O	106&114	116&96	105&113	107&108	101&114	100&98	134	106&96	103&101
O=C1C=CC(=Nc2ccc(O)c(Cl)c2)C=C1	101	102	119	117	101	108	102	82	102
O=C(CSc1nnc(-c2ccncc2)n1-c1ccccc1)c1ccc(Cl)cc1	96	95	94	102	78	86	91	78	95
C/C(=N\NC(=O)Nc1ccc(Cl)cc1)c1nnn(-c2ccc([N+](=O)[O-])cc2)c1C	.	101	108	102	108	98	113	98	102
O=C(Cn1cc(CN2CCCCCC2)nn1)Nc1ccc2c(ccn2Cc2ccccc2)c1	96	98	101	105	87	81	83	82	94
CCC(C)/C=C/c1cc(O)cc(=O)o1 (stereo not given)	114	97	110	121	94	92	110	94	104
CC[C@H](Nc1ncnc2nc[nH]c12)c1nc2cccc(NCc3ccc(C(=O)NO)nc3)c2c(=O)n1-c1ccccc1	42	37	67	85	70	24	81	23	36
O=C1/C(=C/c2cn(-c3ccccc3)nc2-c2ccccc2)SC(=S)N1c1ccccc1	109	104	102	106	103	103	111	78	99
CCc1c(C)c2ccc(O)c(-c3cc(-c4ccc(N(C)C)cc4)n(-c4ccccc4)n3)c2oc1=O	114	101	110	113	107	107	105	102	101
c1cc[n+](C2c3ccccc3C([n+]3ccccc3)c3ccccc32)cc1 (stereo not given)	77	47	92	95	75	21	92	58	23
C#CCN1C(=O)c2cccc3c(C#CCN4C(=O)c5cccc6cccc(c56)C4=O)ccc(c23)C1=O	109	97	103	102	105	102	99	94	90
Cc1ccc2nc(-c3ccc(OCC(=O)N=Nc4c(O)[nH]c5ccc(Cl)cc45)cc3)[nH]c2c1	110	55	111	103	91	87	95	87	105
CN[C@@H](CC(C)C)C(=O)NCCc1c[nH]c2cc(Br)c(Br)cc12	80	98	86	76	75	73	66	52	80
O=C(O)c1nn(-c2ccccc2)nc1N1CCOCC1	108	103	113	103	106	96	107	101	103
CC(C)=NNc1ccc([N+](=O)[O-])cc1[N+](=O)[O-]	104	100	90	105	97	93	93	87	85
CCCCOC(=O)CCC(C)=O	138	101	113	91	100	100	106	104	103
COc1ccc(C2=Cc3ccc(OC(C)=O)cc3OC2)cc1	93	96	90	101	88	89	119	91	88
O=S(OCCN1CCCC1)C(c1ccccc1)c1ccccc1 (stereo not given)	113	106	114	108	104	103	108	110	108
CC(C)(C)OC(=O)NC(Cc1ccc(OCc2ccccc2)cc1)C(=O)ON1C(=O)CCC1=O (stereo not given)	104	125	114	103	89	102	106	94	106
COc1ccccc1C(=O)NC(=S)Nc1ccc(-c2nc3ccccc3o2)cc1	109	102	107	98	99	94	.	99	106
CCOC(=O)COc1ccc(/C=C2\CCC/C(=C\c3ccc(OCC(=O)OCC)c(OC)c3)C2=O)cc1OC	113	88	114	100	122	101	106	95	101
N#Cc1sc2nc(-c3cnccn3)cc(-c3cccs3)c2c1N	114	97	100	114	102	103	96	97	102
OC(c1ccccc1)c1nn(CN2CCOCC2)c(=S)n1CCc1ccccc1 (stereo not given)	104	106	99	98	102	93	109	95	100

Molecules listed so far that have a nitro group on carbon (3):
SMILES	OVCAR-3	OVCAR-8	DU-145	OVCAR-5	OVCAR-4	U251	SK-OV-3	PC-3	SF-268
CC1(C)N=C(N)N=C(N)N1c1cccc(/C=C/C=C/c2cccc([N+](=O)[O-])c2)c1	30	84	73	45	65	.	83	2.1*	42
C/C(=N\NC(=O)Nc1ccc(Cl)cc1)c1nnn(-c2ccc([N+](=O)[O-])cc2)c1C	.	101	108	102	108	98	113	98	102
CC(C)=NNc1ccc([N+](=O)[O-])cc1[N+](=O)[O-]	104	100	90	105	97	93	93	87	85

Additional structures:
SMILES	OVCAR-3	OVCAR-8	DU-145	OVCAR-5	OVCAR-4	U251	SK-OV-3	PC-3	SF-268
CN1C(=O)C2CC(O)C(SC3CC4C(=O)N(C)C(=O)C4CC3O)CC2C1=O (stereo not given)	113	102	109	118	106	.	111	96	106
c1ccc(CCc2ccncc2)cc1	105	.	122	107	101	97	99	106	118
Oc1ccc(N=Nc2ccccc2)c(O)c1	104	95	107	110	102	94	107	91	98
CCOC(=O)/C(F)=C/C1CC1CCc1ccc(F)cc1 (stereo not given)	.	106	105	102	107	110	108	101	100
CC(C)(O)c1cccc(F)c1	127	107	107	99	112	106	135	100	106
CCOC(=O)c1cnc2ccc(C)cc2c1Nc1cccc(S(N)(=O)=O)c1	109	96	105	106	.	99	106	93	97
O=C1Nc2ccc(F)cc2/C1=C\c1c(-c2ccc(F)cc2)nc2ccccn12	89	105	97	77	91	93	100	84	94
COc1ccc(/C=C2\CCCC3=C2NC(N)=NC3c2ccc(OC)cc2)cc1 (stereo not given)	102	96	109	103	73	91	78	87	109
C#C[C@]1(O)CC[C@H]2[C@@H]3CC=C4c5sc(Nc6cccc(C(=O)O)c6)nc5CC[C@]4(C)[C@H]3CC[C@@]21C	100	100	99	106	94	83	124	99	103
CCn1c(O)c(/C=N/c2ccccn2)sc1=S	112	96	104	99	106	93	115	.	94

For convenience, part of the list above:
SMILES	OVCAR-3	OVCAR-8	DU-145	OVCAR-5	OVCAR-4	U251	SK-OV-3	PC-3	SF-268
C#CCNC(=O)[C@H](Cc1ccccc1)NC(=O)[C@]12CC[C@@H](C(=C)C)[C@@H]1[C@H]1CC[C@@H]3[C@@]4(C)CCC(=O)C(C)(C)[C@@H]4CC[C@@]3(C)[C@]1(C)CC2	63	87	92	87	82	69	85	33	74
CCN(CC)c1ccc(/C=C2\Oc3ccc(O)c(I)c3C2=O)cc1	19	62	87	95	81	49	80	53	71
CC(=O)n1nc(C(=O)OC(C)(C)C)c2cc(F)c(F)cc21	97	105	102	104	99	104	114	98	101
